Compound activity (PubChem)
BRCT PPI red: qHTS Assay for Inhibitors of BRCT-Phosphoprotein Interaction (Red Fluorophore); BRCT-phosphopeptide binding, red fluorescence polarization; Potency, µM (doses to about 76.9 µM), without a hit: at the top dose activity change, negative = inhibition, usual class: inhibitors; 75,000 compounds, 0.03% hits; AID 892, 2007
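Rhodamine-labelled pBACH1 10-mer (100 nM) bound to BRCT domain (100 nM) at pH 7.3; compounds incubated 12 min room temperature, polarization read. Free peptide defines full inhibition; unlabelled decapeptide titrated as control.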
ALOX15 inhib: qHTS Assay for Inhibitors of 15-hLO (15-human lipoxygenase); AID 887, 2007; purified 15hLO-1, xylenol orange hydroperoxide absorbance; Potency, µM (series often up to 57.1 µM), for inactives: at the top dose activity change, negative = inhibition, hits mostly inhibitors; 74,000 compounds, 1.4% hits; also: potency is read from the fitted curve at half-maximal effect; nearly all actives have a fitted effect of over 55% in size
Target sequence (P16050 whole entry, looked up): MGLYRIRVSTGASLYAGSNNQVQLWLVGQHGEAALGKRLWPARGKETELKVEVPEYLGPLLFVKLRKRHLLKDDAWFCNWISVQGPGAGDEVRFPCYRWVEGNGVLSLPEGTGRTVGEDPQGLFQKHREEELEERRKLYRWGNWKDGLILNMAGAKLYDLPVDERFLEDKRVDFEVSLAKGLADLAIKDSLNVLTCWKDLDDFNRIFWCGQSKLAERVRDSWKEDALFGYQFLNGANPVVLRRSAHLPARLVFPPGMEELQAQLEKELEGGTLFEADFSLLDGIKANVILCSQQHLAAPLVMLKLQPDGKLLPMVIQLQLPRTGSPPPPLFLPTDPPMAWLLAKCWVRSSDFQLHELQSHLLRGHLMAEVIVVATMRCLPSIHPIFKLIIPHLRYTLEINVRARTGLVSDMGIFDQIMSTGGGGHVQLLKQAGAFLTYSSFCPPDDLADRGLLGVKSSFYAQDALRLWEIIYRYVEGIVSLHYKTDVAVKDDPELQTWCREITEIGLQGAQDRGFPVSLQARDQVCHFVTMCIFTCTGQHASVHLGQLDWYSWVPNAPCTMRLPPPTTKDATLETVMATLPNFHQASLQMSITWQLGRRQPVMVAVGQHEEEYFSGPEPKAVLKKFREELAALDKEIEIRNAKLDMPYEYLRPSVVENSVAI
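Purified human 15hLO-1 (40 nM) in 25 mM Hepes pH 7.5, 0.01% Triton X-100, preincubated 15 min RT with compound, then 50 uM arachidonic acid for 6 min. Hydroperoxide read by ferrous/xylenol orange, 30 min; 573/405 nm absorbance ratio gave progress.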
BRCT PPI green: qHTS Assay for Inhibitors of BRCT-Phosphoprotein Interaction (Green Fluorophore) | BRCA1 BRCT-phosphopeptide binding, green fluorescence polarization | AID 875, 2007 | Potency, µM (highest dose often 76.9 µM), for the others: top-dose activity change, negative = inhibition, most hits filed as inhibitors | Breast cancer type 1 susceptibility protein (Homo sapiens), P38398 | 75,000 compounds, 0.05% hits;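 also: potency is read from the fitted curve at half-maximal effect; plate controls were peptide without protein for full effect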
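Compounds were incubated for 12 min at room temperature with a complex of 100 nM fluorescein-tagged pBACH1 decapeptide and 250 nM His-tagged BRCT protein. Buffer was phosphate pH 7.3 with EDTA, DTT and Tween 20. Disruption of binding lowers the polarization signal.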
Active calls of the source: *; ? = inconclusive; & = joins results of further samples; [ ] = remark or other dose. Calls follow the shape of the dose curve; as a rule, active = well fitted inhibition curve with a large enough effect; inconclusive = small, poorly fitted or top-dose-only effect; inactive = no such curve, though single readings can be large or run the other way. Unless noted, % is scaled to controls: 0 for no effect and ±100 for the full control effect. An excerpt; the hit share may differ from the screen's.

(1) CO[C@]12CC(COC(=O)c3cncc(Br)c3)CN(C)[C@@H]1Cc1cn(C)c3cccc2c13 (stereo partly specified)
(2) COc1ccccc1N(CC(N)=O)S(=O)(=O)c1ccc(C)cc1
(3) CC12CCCC(O)(C1)C1CC(C)(C)C1CC2 (stereo unspecified)
(4) COc1ccc2ccc(=O)oc2c1CC=C(C)C
(5) O=C(O)CCC(=O)C(=O)O (tested in a mixture with another compound)
entry no.,1,2,3,4,5
BRCT PPI red,0.6%,-0.6%,0.1%,2.6%,-0.8%
ALOX15 inhib,-4.8%,-3.2%,2.7%,1.3%,-1.2%
BRCT PPI green,-0.6%[3.08 µM],1.7%,-0.2%,-0.7%,-0.7%

(6) CC(=O)OC1CC[C@]2(C)C(CC[C@@]3(C)C2C(=O)C=C2C4C(C)C(C)CC[C@@]4(C(=O)O)CCC23C)C1(C)C (stereo partly specified)
(7) COc1ccc(S(=O)(=O)N(CC(=O)NCCCN(C)C)c2ccc(C)cc2)cc1OC
(8) CCN(CC)C(=O)Oc1ccc(Cl)c2ccccc12
(9) CC(=O)Oc1c(C)cccc1C(=O)O
(10) C=C1C(=O)OC2C1CC/C(C)=C/CCC1(C)OC21 (stereo unspecified)
entry no.,6,7,8,9,10
BRCT PPI red,0.7%,1.0%,1.7%,0.1%,0.8%
ALOX15 inhib,-4.9%,-2.8%,-3.9%,-1.3%,-4.9%
BRCT PPI green,2.1%,-1.2%,-1.4%,-2.8%,-0.9%

(11) O/N=C(/Cc1ccccn1)c1ccccc1
(12) CCOC(=O)N1CCN(CCC(=O)Nc2ccc(C)cc2)CC1
(13) CCOC(=O)c1c(C)cc(O)cc1O
(14) O=C(CN1CCN(c2ccc(F)cc2)CC1)Nc1cc(C(F)(F)F)ccc1Cl
(15) CC[C@]12CCCN3CCc4c(n(c5ccccc45)C(=O)C1)[C@H]32
entry no.,11,12,13,14,15
BRCT PPI red,-1.2%,0.6%,-0.6%,0.6%,-1.3%
ALOX15 inhib,9.0%,-4.9%,-8.7%,-3.5%,-0.8%[25.6 µM]
BRCT PPI green,-2.0%,-3.1%,-0.1%[3.08 µM],0.8%,4.1%

(16) O=c1[nH]cnc2c1ncn2C1OC(CO)C(O)C1O (stereo unspecified)
(17) COc1ccc2cc1Oc1ccc(cc1)CC1c3c(cc4c(c3Oc3cc5c(cc3OC)CCN(C)C5C2)OCO4)CCN1C (stereo unspecified)
(18) COCCNCCOCCOc1cccc(OC)c1
(19) CCCS(=O)(=O)N1CCN(C(=O)c2cccnc2)CC1
(20) CCn1ncc(C2=NOC(C(=O)Nc3ccccc3C(=O)OC)C2)c1C (stereo unspecified)
entry no.,16,17,18,19,20
BRCT PPI red,2.5%&0.3%&-0.2%,-1.3%,-3.0%,-2.0%,-0.8%
ALOX15 inhib,-3.0%,-6.4%,7.5%,4.8%,2.9%
BRCT PPI green,-1.0%&-0.7%&-4.3%,-0.2%[3.08 µM],-1.4%,-1.6%,0.4%

(21) COc1ccc(NC(=O)CN2CCN(S(=O)(=O)c3ccc(F)cc3)CC2)cc1Cl
(22) COC(=O)c1ccc(NC(=O)CSc2nnc(COc3ccc4c(c3)CCCC4)o2)cc1
(23) CC1OC(OCC2OC(Oc3c(-c4ccc(O)c(O)c4)oc4cc(O)cc(O)c4c3=O)C(O)C(O)C2O)C(O)C(O)C1O (stereo unspecified)
(24) COc1ccc(C(=O)c2ccccc2)c(O)c1O
(25) Cc1cc(=O)oc2c(O)c(O)ccc12
entry no.,21,22,23,24,25
BRCT PPI red,0.2%,0.2%,-3.0%,-1.4%,1.7%
ALOX15 inhib,-2.7%,-1.0%,-6.8%[25.6 µM],?,?
BRCT PPI green,-1.0%,-0.5%,-0.4%,-1.9%,0.7%

(26) CCCCCCCCCCCCC[N+](C)(C)Cc1ccccc1
(27) O=C(O)CCSCCC(=O)O
(28) Nc1nc2c([nH]c(=S)n2C2OC(CO)C(O)C2O)c(=O)[nH]1 (stereo unspecified)
(29) CCOC(=O)N1CCC(NC(=O)c2cc3sccc3n2CC)CC1
(30) CN(C)c1ccc(C=Nc2ccc(N(C)C)cc2)cc1
entry no.,26,27,28,29,30
BRCT PPI red,-3.0%,-0.5%,0.9%,0.3%,-0.9%
ALOX15 inhib,-0.5%,-1.7%,-10.2%,-4.6%,?
BRCT PPI green,0.7%[3.08 µM],1.9%,1.1%,-0.1%,-0.8%

(31) CCOC(=O)c1ccc(Nc2cc(C)nc(-c3ccccc3O)n2)cc1
(32) CC(=O)c1cc(F)c(N2CCN(CCC#N)CC2)cc1C
(33) Cc1ccc(NC(=O)Nc2cccs2)cc1
(34) Cn1c(-c2nc(-c3ccccc3)cs2)nc2ccccc21
(35) Cc1ccc(Cl)cc1NC(=O)CCn1cccc1
entry no.,31,32,33,34,35
BRCT PPI red,-1.8%,-2.0%,-1.6%,-3.7%,-1.1%
ALOX15 inhib,?,-1.2%,25.1µM*,?,-11.0%
BRCT PPI green,-2.3%,0.8%,0.1%,39.8µM*,0.2%

(36) O=C1C=C(N2CCN(C(=O)c3ccccc3)CC2)C2(CCCCC2)O1
(37) CC(C)(Oc1ccc(Cl)cc1)C(=O)Nc1cccnc1
(38) COc1cc(C2C(C(=O)c3ccco3)=C(O)C(=O)N2Cc2cccnc2)cc(OC)c1OC (stereo unspecified)
(39) CC(=O)Oc1ccc2c(c1)CCC1C2CC[C@@]2(C)C1CC(OC(C)=O)C2OC(C)=O (stereo partly specified)
(40) COc1ccc(S(=O)(=O)Nc2ccc3c(c2)OCO3)cc1C(=O)O
entry no.,36,37,38,39,40
BRCT PPI red,-1.1%,-2.0%,0.2%,2.3%,1.9%
ALOX15 inhib,10.8%,2.9%,-1.0%,-1.9%,-2.0%
BRCT PPI green,-2.7%,1.2%,-1.2%,1.5%,-1.4%

(41) CC(C)(C)OC(=O)NCc1nc(N)n[nH]1
(42) Cc1cccc(OCc2nnc(SCC(=O)Nc3ccc(C)c(Cl)c3)o2)c1
(43) COC(=O)CN(c1cc(C(F)(F)F)ccc1Cl)S(C)(=O)=O
(44) COc1ccc(-n2nnc3c(SCC(=O)NCC4CCCO4)ncnc32)cc1 (stereo unspecified)
(45) CC1(C)CC(=O)C(C=Nc2cccnc2)=C(O)C1
entry no.,41,42,43,44,45
BRCT PPI red,-0.8%,-2.5%,1.3%,0.3%,0.9%
ALOX15 inhib,-1.6%,-13.0%,-5.5%,-6.5%,-7.1%
BRCT PPI green,-0.7%,-3.2%,-0.8%,-0.7%,-0.1%

(46) Nc1ccn([C@@H]2O[C@H](CO)[C@@H](O)[C@@H]2O)c(=O)n1
(47) O=c1c2cc3ccccc3n2cnn1Cc1ccccc1F
(48) O=P(/C(=N/O)Sc1ccccc1)(N1CCOCC1)N1CCOCC1
(49) CCCCCCCCCCCCCc1ccco1
(50) COc1cc(O)c(C(=O)/C=C/c2ccccc2)c(OC)c1
entry no.,46,47,48,49,50
BRCT PPI red,-2.6%,-0.8%,0.3%,1.7%,-0.5%
ALOX15 inhib,-2.9%,-23.3%,6.6%,-1.1%,-8.8%
BRCT PPI green,0.6%,3.2%,-4.2%,-0.1%,-1.4%[3.08 µM]

(51) COc1cc(CC(=O)O)c(C(C)=O)cc1OC
(52) CC1(C)CC(=O)C(C(c2cccnc2)C2C(=O)CC(C)(C)CC2=O)C(=O)C1
(53) N#Cc1ccccc1NCc1ccccc1
(54) CCOc1ccc(NC(=O)CCn2cccc2)cc1
(55) CCC1(C)CC(=O)NC1=O (stereo unspecified)
entry no.,51,52,53,54,55
BRCT PPI red,-2.3%,1.7%,-2.5%,-2.1%,2.5%
ALOX15 inhib,1.3%,-4.6%,-17.5%,6.7%,-0.3%
BRCT PPI green,-1.9%,-0.4%,-8.5%,-2.6%,0.0%[3.08 µM]

(56) COC(=O)CCCC[C@@H]1SC[C@@H]2NC(=O)N[C@@H]21
(57) O=C(CN1C(=O)CCSc2ccccc21)Nc1cccc(F)c1
(58) COc1cc(OC)c2ccc(=O)oc2c1
(59) COc1ccc(C(C)=O)c(O)c1
(60) O=C(/C=C/c1ccccc1)OC1CC(O)C2(O)C=CO[C@@H](OC3OC(CO)C(O)C(O)C3O)C12 (stereo partly specified)
entry no.,56,57,58,59,60
BRCT PPI red,-1.4%,0.6%,-1.5%,-0.6%,-0.4%
ALOX15 inhib,-7.6%[25.6 µM],4.1%,0.8%,-17.7%,17.9%
BRCT PPI green,-2.4%,0.8%,-0.9%[3.08 µM],-0.3%[3.08 µM],-1.5%[3.08 µM]

(61) COc1cc(OC)c2c(=O)c(-c3ccccc3)c(C)oc2c1OC
(62) CC[C@@]1(O)C(=O)OCc2c1cc1n(c2=O)Cc2cc3cc(O)ccc3nc2-1
(63) CC1(C)SC2C(N3C(=O)C(c4ccccc4)NC3(C)C)C(=O)N2C1C(=O)O (stereo unspecified)
(64) Cc1ccccc1-n1nc(-c2ccc(N)cc2)cc1N
(65) COc1ccc(N2CCN(C(=O)CN=C3NS(=O)(=O)C(c4ccc(C)cc4)=C3C)CC2)cc1
entry no.,61,62,63,64,65
BRCT PPI red,1.9%,-2.0%,-4.4%,1.4%,0.5%
ALOX15 inhib,4.7%,-10.0%,-2.9%,-26.1%,-20.4%
BRCT PPI green,0.0%,-4.4%[3.08 µM],0.8%[3.08 µM],-1.2%,-3.4%

(66) O=C(O)c1cc(Cl)c(Cl)cc1C(=O)N1CCCC1
(67) CC(=O)OC1CC[C@@]2(C)C3CC(=O)[C@]4(C)C(C(C)=O)=CCC4C3CC[C@H]2C1 (stereo partly specified)
(68) C=C1C(N)CC2CC1C2(C)C (stereo unspecified)
(69) Nc1nnc(-c2ccc(F)cc2)s1
(70) CC(C)c1c(O)ccc2c1CCC1C(C)(C)CCC[C@@]21C (stereo partly specified)
entry no.,66,67,68,69,70
BRCT PPI red,-2.6%,-1.2%,2.2%,-2.5%,0.0%
ALOX15 inhib,4.4%,5.0%,5.0%,0.0%,-9.6%
BRCT PPI green,-0.4%,2.9%,1.1%,-1.2%,-2.5%[3.08 µM]

Retrieved by structure from above:
(50) COc1cc(O)c(C(=O)/C=C/c2ccccc2)c(OC)c1
(22) COC(=O)c1ccc(NC(=O)CSc2nnc(COc3ccc4c(c3)CCCC4)o2)cc1
(51) COc1cc(CC(=O)O)c(C(C)=O)cc1OC
(44) COc1ccc(-n2nnc3c(SCC(=O)NCC4CCCO4)ncnc32)cc1 (stereo unspecified)
(41) CC(C)(C)OC(=O)NCc1nc(N)n[nH]1
entry no.,50,22,51,44,41
BRCT PPI red,-0.5%,0.2%,-2.3%,0.3%,-0.8%
ALOX15 inhib,-8.8%,-1.0%,1.3%,-6.5%,-1.6%
BRCT PPI green,-1.4%[3.08 µM],-0.5%,-1.9%,-0.7%,-0.7%

Going on with the list.
(71) Cc1ccc(C(=O)[C@@H]2[C@H]3C4COC(O4)C(=O)[C@@H]3[C@H]3C=Cc4ccccc4N32)cc1 (stereo partly specified)
(72) CC1CCN(c2nc3ccc(C(=O)O)cc3s2)CC1
(73) COc1cc(NC(=O)c2ccccc2)c(OC)cc1NC(=O)CN1CCN(c2ccccn2)CC1
(74) CCNC(=O)[C@@H]1CCCN1C(=O)[C@H](CCCN=C(N)N)NC(=O)[C@H](CC(C)C)NC(=O)[C@@H](CC(C)C)NC(=O)[C@H](Cc1ccc(O)cc1)NC(=O)[C@H](CO)NC(=O)[C@H](Cc1c[nH]c2ccccc12)NC(=O)[C@H](Cc1cnc[nH]1)NC(=O)[C@@H]1CCC(=O)N1
(75) Cc1ccc(C(=O)Nc2ccc3c(c2)CCC3)o1
entry no.,71,72,73,74,75
BRCT PPI red,-2.4%,0.1%,0.1%,1.0%,1.4%
ALOX15 inhib,-9.7%[25.6 µM],-2.8%,-16.0%,-3.1%,1.2%
BRCT PPI green,1.5%,-1.1%,-1.2%,-1.0%,-0.4%

Single values from above:
`CC12CCCC(O)(C1)C1CC(C)(C)C1CC2` (stereo unspecified) | BRCT PPI red = 0.1%
`CCN(CC)C(=O)Oc1ccc(Cl)c2ccccc12` | ALOX15 inhib = -3.9%
`CC(C)(Oc1ccc(Cl)cc1)C(=O)Nc1cccnc1` | BRCT PPI green = 1.2%

Another view of some results above.
Sequence of screens: BRCT PPI red, ALOX15 inhib, BRCT PPI green
63. CC1(C)SC2C(N3C(=O)C(c4ccccc4)NC3(C)C)C(=O)N2C1C(=O)O (stereo unspecified)
  -4.4%, -2.9%, 0.8%[3.08 µM]
66. O=C(O)c1cc(Cl)c(Cl)cc1C(=O)N1CCCC1
  -2.6%, 4.4%, -0.4%
